West Nile virus CPE – inhibition of WNV-induced cytopathic effect – cell-based, CPE readout (AID 1621); 290,000 compounds, 0.02% hits; CPE inhibition, % at 10 µM, or IC50 in µM where a hit was titrated; West Nile virus-infected cells, CPE inhibition; higher % means a stronger effect; in the data active = a potency from the dose series; also: strong numbers were not always called active
GPR55 beta-arrestin – GPR55 agonists via beta-arrestin recruitment, primary screen, imaging, U2OS cells, beta-arrestin-GFP redistribution (AID 1961). U2OS GPR55 beta-arrestin-GFP redistribution imaging; higher % means a stronger effect. one-dose activation, % at 10 µM; EC50 in µM for titrated hits. 290,000 compounds, 0.048% hits;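 active = activation above 40% with more than 50 cells counted in the well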;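 also: U2OS osteosarcoma cells stably expressing GPR55 and beta-arrestin-GFP; plate controls were DMSO negative control for no effect and LPI positive control for full effect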
KOR beta-arrestin-1 – kappa opioid receptor activators – cell-based, luminescence, uHTS, primary screen (AID 1777) | KOR beta-arrestin recruitment, luminescence; higher % means a stronger effect | 280,000 compounds, 0.02% hits | activation, % at 10 µM, or EC50 in µM where a hit was titrated; in the data active = activation above about 50%, passing the limit was not always enough; also: a part of the inactive calls stands beside numbers as strong as those of hits
NTR1 agonist – NTR1-driven beta-arrestin-GFP spot formation – imaging, U2OS cells, high content, primary screen (AID 493036); agonist mode; activation, % at 20 µM; 330,000 compounds, 0.17% hits;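 active = activation at or above 40% of the spot to cytoplasm intensity ratio, with at least 20 cells analyzed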;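 also: 0% = DMSO without peptide and 100% = 100 nM NTR1 peptide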
Target sequence (P30989 whole entry, looked up): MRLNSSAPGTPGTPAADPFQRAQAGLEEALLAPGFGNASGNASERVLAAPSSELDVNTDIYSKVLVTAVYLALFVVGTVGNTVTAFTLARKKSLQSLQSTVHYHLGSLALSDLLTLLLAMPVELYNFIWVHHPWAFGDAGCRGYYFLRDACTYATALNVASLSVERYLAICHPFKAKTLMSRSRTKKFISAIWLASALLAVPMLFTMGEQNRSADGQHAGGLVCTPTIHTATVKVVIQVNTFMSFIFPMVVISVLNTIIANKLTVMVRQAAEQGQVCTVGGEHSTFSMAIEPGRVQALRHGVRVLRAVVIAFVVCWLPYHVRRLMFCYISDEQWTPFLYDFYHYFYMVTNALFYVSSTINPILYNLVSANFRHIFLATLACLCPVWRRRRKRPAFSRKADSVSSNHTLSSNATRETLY
KOR beta-arrestin-2 – KOR antagonists, beta-arrestin recruitment, cell-based, luminescence, uHTS (AID 1778); KOR beta-arrestin recruitment, luminescence, antagonist mode; higher % means a stronger effect; inhibition, % at 10 µM; hits with a dose series show IC50 in µM; 290,000 compounds, 0.091% hits; in the data active = inhibition above about 50%; also: strong numbers were not always called active
T cell modulator – T cell immune modulation candidate; 2C CD8+ T cell-vesicle binding, flow cytometry; hits give low values; 330,000 compounds, 0.068% hits; calls only at 7 µM;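 active = response, share of CD8 T cells binding vesicles, and their 90th percentile fluorescence all below set limits, cut at about 80% in these data, passing the limit was not always enough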
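Assay system – 2C mouse CD8+ T cells · Also added – QL9-loaded Drosophila micro-vesicles · Timing – Cell–vesicle co-incubation 1.5 h at 37 °C, staining 20 min on ice · Signal – flow cytometry of vesicle-bound cells · Measure – percent CD8+ FL2 mean versus row control · Controls – Peptide-free naked vesicles (low) and QL9 vesicles with 0.7% DMSO vehicle (high)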
GPR35 antagonists – inhibition of zaprinast-stimulated GPR35 beta-arrestin translocation – imaging, U2OS, beta-arrestin-GFP, zaprinast agonist, primary screen (AID 2058); inhibition, % at 10 µM; hits with a dose series show IC50 in µM; U2OS GPR35 beta-arrestin-GFP translocation imaging, zaprinast antagonism; higher % means a stronger effect; 290,000 compounds, 0.052% hits;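 active = inhibition of at least 50% with at least 30 cells and total cytoplasm GFP at most 10,000,000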
GPR55 antagonists – GPR55 antagonists blocking LPI-driven arrestin recruitment, primary screen, imaging, U2OS, beta-arrestin-GFP, LPI agonist (AID 2013) | U2OS GPR55 beta-arrestin-GFP translocation imaging, LPI antagonism; higher % means a stronger effect | one-dose inhibition, % at 10 µM; IC50 in µM for titrated hits | 290,000 compounds, 0.13% hits;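 active = spots per cell inhibited over 60%, with over 100 cells counted and total cytoplasm intensity under 500,000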;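 also: U2OS cells stably carrying GPR55 and arrestin-GFP stimulated by 5 µM LPI near EC80; imaged beta-arrestin-GFP aggregate spots per cell after agonist stimulation; plate controls were LPI-stimulated DMSO wells for no effect and DMSO wells without LPI for full effect; some results filed as inactive read as strong as hits; confirmed hits need IC50 under 10 µM and bright autofluorescent wells are also inconclusive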
Salmonella PhoP GFP – PhoP-dependent GFP reporter repression – Salmonella Typhimurium, primary screen (AID 1863); inhibition, % at 50 µM; hits with a dose series show IC50 in µM; S. Typhimurium PhoP-regulated promoter GFP reporter, 4 h; higher % means a stronger effect; 300,000 compounds, 0.16% hits;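 active = inhibition over 29.93%, a cutoff 3 SD above the screen mean, later confirmed by dose response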;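 also: 0% = low Mg2+ inducing control and 100% = high Mg2+ repressing control; strong numbers were not always called active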
T cell modulator vesicle-bound % – recorded beside T cell modulator, whose call it bears; double positive events, %; measured here: CD8+ vesicle-bound cell fraction;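 binding gate set so that unloaded-vesicle control wells show 10% double positive cells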
NTR1 agonist cell count 20 µM – also measured in NTR1 agonist; calls as there; cell count; measured here: cell count, cytotoxicity flag
Starred values were filed as active, the others as inactive; i = inactive; · = not tested or not shown; [ ] = another dose, or the depositor's remark.

A first look, two compounds:
structure,West Nile virus CPE,GPR55 beta-arrestin,KOR beta-arrestin-1,NTR1 agonist,NTR1 agonist cell count 20 µM,KOR beta-arrestin-2,T cell modulator,T cell modulator vesicle-bound %,GPR35 antagonists,GPR55 antagonists,Salmonella PhoP GFP
O=C(C1CCCN(Cc2ccccc2[N+](=O)[O-])C1)N1CCCCC1 (stereo unspecified),-0.5%,0.0%,-2.5%,-1.0,116,1%,i,52,-1%,11%,10%
COc1ccccc1CNC(=O)c1cc(C)nc2ccccc12,-0.8%,-0.1%,1.3%,-0.5,46,10%,i,55,4%,-11%,12%

Results, repeating the preview:
structure,West Nile virus CPE,GPR55 beta-arrestin,KOR beta-arrestin-1,NTR1 agonist,NTR1 agonist cell count 20 µM,KOR beta-arrestin-2,T cell modulator,T cell modulator vesicle-bound %,GPR35 antagonists,GPR55 antagonists,Salmonella PhoP GFP
O=C(C1CCCN(Cc2ccccc2[N+](=O)[O-])C1)N1CCCCC1 (stereo unspecified),-0.5%,0.0%,-2.5%,-1.0,116,1%,i,52,-1%,11%,10%
COc1ccccc1CNC(=O)c1cc(C)nc2ccccc12,-0.8%,-0.1%,1.3%,-0.5,46,10%,i,55,4%,-11%,12%
CCOc1ccc(N(CC(=O)NN=C2CCN(C)CC2)S(=O)(=O)c2ccc(Br)cc2)cc1,-0.7%,0.4%,5.3%,2.8,57,2%,i,46,-7%,-6%,9%
CCN(CC)S(=O)(=O)c1ccc2oc(C(=O)NC(C)C)c(C)c2c1,0.3%,-0.1%,4.6%,2.2,93,-28%,i,23,2%,-2%,-2%
CC1CCN(CC(O)COC2CC(C)CCC2C(C)C)CC1 (stereo unspecified),-2.3%,-0.1%,-3.0%,3.5,51,-71%[20 µM],i,5,2%,18%,-7%
COC(=O)C1C(=O)C2=C(CC1C)Nc1ccccc1NC2c1ccc(C)s1 (stereo unspecified),-1.1%,0.3%,·,-0.2,57,-14%[20 µM],i,59,0%,4%,4%
COc1cc(NC(=O)CSc2nc3c(C)ccc(C)c3cc2C)c(C(=O)O)cc1OC,0.5%,0.8%,1.9%,-1.4,60,10%,i,47,21%,7%,13%
O=C(NC(=S)Nc1ccc(S(=O)(=O)N2CCCCC2)cc1)c1ccc(Cl)cc1,-0.2%,-0.1%,-0.3%,1.6,64,-88%,i,35,-4%,-2%,22%
Cc1nc(C(=O)N/N=C/c2[nH]ncc2Br)cs1,0.1%,0.1%,4.9%,0.6,46,8%,i,14,23%,8%,-5%
COC(=O)c1cc2c(cc1Cl)N1CCCCCC1=NS2(=O)=O,0.3%,-0.1%,0.2%,3.2,62,8%,i,34,21%,-5%,-6%
Cc1cc(C)c(S(=O)(=O)NCCCN2CCOCC2)cc1Br,-0.9%,-0.1%,-6.6%,-0.3,51,23%,i,65,2%,-7%,7%
CCCn1nnc(NC(=O)c2ccc(-c3cc(Cl)ccc3Cl)o2)n1,0.1%,-0.2%,9.3%,3.6,66,-14%,i,58,14%,2%,-12%
COc1ccc([C@@H]2COc3c(ccc4c3C=CC(C)(C)O4)C2)c(OC)c1,0.0%,·,·,0.5,101,·,i,48,·,·,2%
COc1ccc(/C=C/C(=O)Oc2ccc(/C=N/NC(=O)c3ccccc3)cc2)cc1OC,-0.6%,0.3%,-2.3%,12,63,-15%,i,38,0%,3%,6%
CCNCCC(=O)N1c2ccccc2Sc2ccc(C(F)(F)F)cc21,-0.6%,1.8%,0.3%,0.5,54,-23%[20 µM],i,54,6%,10%,-4%
CCCCCCCn1c2c(c(=N)c3ccccc31)CCC2,-2.0%,0.0%,11%,28,38,-80%[20 µM],i,3,-7%,5%,·
COC(=O)COC(=O)c1ccc(-n2nnnc2SC)cc1,-0.9%,-0.2%,2.3%,0.7,76,-39%,i,39,-4%,-8%,-4%
C=CCN1C(=O)[C@@H]2Cc3c([nH]c4ccccc34)C(c3ccc(O)cc3)N2C1=S (stereo partly specified),-1.6%,0.0%,-3.0%,11,70,18%,i,21,-2%,7%,14%
CCOc1ccc(NC(=O)c2nn(C)c(C(=O)Nc3ccc(OCC)cc3)c2[N+](=O)[O-])cc1,-0.3%,-0.2%,-7.1%,0.0,53,-7%[20 µM],i,58,-6%,7%,1%
CN1CCN(C(=O)c2cc(COc3ccc(F)cc3Cl)on2)CC1c1ccccc1 (stereo unspecified),-0.7%,0.2%,0.7%,1.6,53,-22%,i,33,-1%,0%,-1%
CN1C(=O)/C(=C2\SC(=S)N(NC(=O)c3cccnc3)C2=O)c2ccccc21,-0.7%,0.2%,-3.2%,1.0,55,-30%[20 µM],i,47,13%,12%,9%
COC(=O)c1cc(C(=O)OC)cc(N2C(=O)CC(NNC(=O)c3ccccc3Cl)C2=O)c1 (stereo unspecified),0.3%,-0.8%,5.2%,0.3,69,-1%,i,8,-4%,2%,-12%
O=C(Cn1nnc(-c2ccccc2)n1)N1CCN(S(=O)(=O)c2ccc(Cl)cc2)CC1,-0.2%,0.0%,2.5%,1.4,94,-35%,i,14,-9%,-5%,11%
CCOc1ccc(N(CC(=O)N2CCC(Cc3ccccc3)CC2)S(C)(=O)=O)cc1,-0.5%,-0.1%,·,1.1,37,-98%[20 µM],i,25,9%,-6%,3%
CCOc1ccc(S(=O)(=O)NC2CCCCC2C)cc1 (stereo unspecified),-1.8%,0.2%,3.5%,1.1,61,-2%,i,35,-4%,-9%,-2%
CCCCCCc1nc2c(=O)[nH]c3ccccc3c2o1,-0.3%,-0.1%,-7.7%,-0.8,89,23%,i,16,8%,7%,3%
Cc1oc2ccc(OCc3ccccc3Cl)cc2c1C(=O)O,0.2%,0.0%,-1.0%,-1.2,86,-29%,i,48,19%,-2%,15%
CCCSc1nc2c(cnn2-c2ccc(C)c(C)c2)c(=O)[nH]1,0.5%,-0.2%,-11%,0.2,54,-14%,i,38,5%,3%,-7%
CN(Cc1cccnc1)C(=O)Cc1ccc(NS(=O)(=O)c2cccc(C(F)(F)F)c2)cc1,-0.9%,-0.3%,1.9%,1.1,42,-13%,i,47,-7%,-4%,0%
CCCc1c(C)c2cccc(C)c2[nH]c1=O,-0.1%,0.0%,-1.3%,1.8,29,25%,i,24,10%,5%,1%
O=C(Nc1cccc(F)c1)Nc1ccnn1C1CCN(C(=O)CCN2CCCO2)CC1,0.5%,-0.1%,2.3%,0.6,58,-1%,i,33,-7%,5%,8%
C=CCOc1cccc(/C=N/NC(=O)C(OC)c2ccccc2)c1 (stereo unspecified),-0.3%,-0.2%,-5.2%,-0.9,63,-3%[20 µM],i,66,0%,-3%,5%
CC(=O)NCCn1c(SCc2cc(=O)n3cc(Cl)ccc3n2)nc2ccccc2c1=O,-0.4%,-0.1%,1.8%,0.2,85,-24%,i,14,-12%,-5%,-8%
Cc1ccc(OCC(=O)N/N=C/c2cn(Cc3ccccc3)c3ccccc23)cc1,-0.2%,1.1%,-0.7%,0.0,68,-5%,i,62,-2%,2%,-5%
Cc1cccc(N2CC(C(=O)Nc3ccc(S(=O)(=O)N4CCOCC4)cc3)CC2=O)c1C (stereo unspecified),0.4%,-0.1%,-4.3%,-0.4,42,9%,i,50,-15%,12%,2%
CCOC(=O)CNC(=O)c1sc2nc(C)cc(C)c2c1N,0.2%,-0.1%,3.4%,-0.8,35,-7%,i,22,1%,2%,-4%
Cc1ccccc1C(=O)Nc1c(C)[nH]c(=O)[nH]c1=O,0.3%,-0.1%,-1.7%,1.2,53,10%,i,10,7%,5%,-7%
NC(=O)C1CCN(C2=C(NS(=O)(=O)c3ccccc3)C(=O)c3ccccc3C2=O)CC1,0.3%,0.1%,5.0%,-0.8,49,26%,i,42,-9%,5%,-3%
CN(c1ncc(C(F)(F)F)cc1Cl)N1C(=O)C2ONC3(C(=O)CC(C)(C)CC3=O)C2C1=O (stereo unspecified),0.3%,-0.5%,-7.8%,0.9,51,9%,i,27,7%,3%,2%
CC(C)c1nc(SCC(=O)Nc2ccc(N(C)C)cc2)c2ccccc2n1,-1.5%,0.3%,-6.9%,1.4,36,-36%,i,21,-6%,-14%,3%
CC(=O)c1ccc(NC(=O)c2ccc(COc3ccccc3[N+](=O)[O-])o2)cc1,-0.9%,0.2%,2.1%,4.0,83,-44%,i,50,22%,6%,5%
CCC1CCCCN1CCCNC(=O)CCC(=O)N1CCOc2ccccc21 (stereo unspecified),-0.4%,-0.1%,·,0.0,60,9%[20 µM],i,10,10%,8%,·
COc1ccc(-c2cc(-c3ccccc3)nc(NN)n2)cc1OC,1.4%,-0.1%,-3.8%,1.6,65,2%,i,33,-2%,-1%,12%
COC(=O)CSc1nc2ccc(C)cc2[nH]1,0.2%,-0.1%,1.9%,0.2,51,-2%,i,45,5%,-3%,4%
Cc1cc(C(=O)CSc2nnc(NCc3ccccc3)s2)c(C)n1C,-0.2%,0.3%,3.4%,7.4,79,-43%,i,26,8%,8%,-13%
COCCCn1c(=O)/c(=C\c2ccc(OC(F)F)c(OC)c2)s/c1=C(/C#N)C(=O)NCCOC,-0.7%,0.5%,4.3%,10,50,-48%,i,58,7%,10%,-44%
CC(C)Sc1nc2c(c(=O)[nH]c(=O)n2C)n1CC(O)COc1ccccc1 (stereo unspecified),-0.1%,0.9%,1.5%,4.0,51,11%,i,53,2%,16%,8%
O=S(=O)(Nc1nccs1)c1ccc(Br)cc1,0.8%,-0.1%,-7.8%,-0.8,57,-6%[20 µM],i,39,15%,18%,7%
O=C1CC(c2ccccc2)Cc2nc(N3CCc4ccccc4C3)ncc21 (stereo unspecified),0.0%,-0.1%,-0.4%,5.6,98,-6%,i,36,13%,25%,4%
Fc1ccc(Nc2ncnc3sc4c(c23)CCC4)cc1F,-0.7%,-0.1%,-3.3%,5.9,66,4%,i,10,7%,6%,-1%
CCOC(=O)Cn1c(=O)c(F)cn(Cc2ccc(OC)c([N+](=O)[O-])c2)c1=O,0.0%,-0.2%,-4.0%,-1.6,60,10%,i,60,4%,2%,-5%
O=C(c1cnc2n(c1=O)CCS2)N1CCN(c2ccc(Cl)c(Cl)c2)CC1,-0.7%,0.8%,3.4%,-0.1,43,-8%,i,48,2%,3%,-4%

Bioassay records deposited in PubChem by several laboratories.
